Compound activity as filed in PubChem BioAssay.
PREPL inhibitor – inhibitors of human prolyl oligopeptidase-like enzyme PREPL; 320,000 tested, 0.68% active; AID 2751; recombinant PREPL, fluorescence polarization activity-based probe; inhibition, % at 5.96 µM; Q4J6C6; in the data active = inhibition above about 43%;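 note: 0% = enzyme with DMSO and 100% = wells lacking enzyme; many of its hits are not listed in these tables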
PAD4 FP inh – PAD4 (human) enzyme inhibition. recombinant PAD4, RCA probe fluorescence polarization. inhibition, % at 6.36 µM. 330,000 tested, 0.41% active. Q9UM07;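 active = percent inhibition above a cutoff equal to the mean of all tested compounds plus 3 SD, cut at about 15% in these data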;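 note: 0% = PAD4 with RCA probe and DMSO and 100% = probe without PAD4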
pPAFAH FP inh – pPAFAH (human) enzyme inhibition. AID 463082. inhibition, % at 3.39 µM. recombinant pPAFAH, FP-rhodamine probe fluorescence polarization. 330,000 tested, 1.5% active. Q13093;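 active = inhibition above the mean inhibition across the screen plus 3 SD, cut at about 25% in these data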;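 note: inhibitors block binding of the rhodamine activity-based probe so polarization drops; 0% = enzyme with DMSO and 100% = wells lacking pPAFAH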
Target sequence (Q13093 whole entry, looked up): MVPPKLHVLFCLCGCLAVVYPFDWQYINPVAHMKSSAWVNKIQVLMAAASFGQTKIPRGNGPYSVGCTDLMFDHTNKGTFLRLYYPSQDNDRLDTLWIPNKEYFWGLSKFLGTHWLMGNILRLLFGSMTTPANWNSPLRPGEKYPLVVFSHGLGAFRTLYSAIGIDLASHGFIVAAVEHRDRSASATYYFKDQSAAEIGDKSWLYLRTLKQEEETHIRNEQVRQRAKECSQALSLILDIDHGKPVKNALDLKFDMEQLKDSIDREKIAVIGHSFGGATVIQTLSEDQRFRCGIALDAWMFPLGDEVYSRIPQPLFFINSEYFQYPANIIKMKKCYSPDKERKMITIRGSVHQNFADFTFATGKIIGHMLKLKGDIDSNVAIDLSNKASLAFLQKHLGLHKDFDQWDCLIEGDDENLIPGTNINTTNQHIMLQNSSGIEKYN
PAFAH1B2 inh – blocks human PAF acetylhydrolase 1b catalytic subunit 2; P68402; recombinant PAFAH1B2, FP-rhodamine activity probe, fluorescence polarization; inhibition, % at 3.39 µM; 340,000 tested, 1.2% active;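 active = inhibition above the mean of all tested compounds plus 3 SD, cut at about 24% in these data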;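 note: 0% = enzyme with DMSO and 100% = wells lacking PAFAH1B2; many of its hits are not listed in these tables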
Target sequence (P68402 whole entry, looked up): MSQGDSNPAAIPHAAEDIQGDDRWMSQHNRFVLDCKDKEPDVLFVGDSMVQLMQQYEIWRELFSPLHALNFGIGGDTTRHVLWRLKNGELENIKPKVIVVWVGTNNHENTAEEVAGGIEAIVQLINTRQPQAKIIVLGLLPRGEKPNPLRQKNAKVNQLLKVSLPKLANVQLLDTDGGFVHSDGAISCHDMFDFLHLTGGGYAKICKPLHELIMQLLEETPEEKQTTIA
PAFAH2 inh – inhibitors of human PAFAH2; recombinant PAFAH2, FP-rhodamine activity probe, fluorescence polarization; 340,000 tested, 0.99% active; inhibition, % at 3.39 µM; Q99487; AID 492956;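 active = inhibition above the mean over all tested compounds plus 3 SD, cut at about 30% in these data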;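 note: inhibitors block probe labeling of enzyme so polarization drops; 0% = enzyme with DMSO and 100% = wells lacking PAFAH2 protein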
PAFAH1B3 inh – PAFAH1B3 (human) inhibition; inhibition, % at 3.39 µM; 340,000 tested, 0.28% active; AID 492972; recombinant PAFAH1B3, FP-rhodamine probe, fluorescence polarization; Q15102;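 active = inhibition above the screen-wide average of all tested compounds plus 3 SD, cut at about 25% in these data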;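 note: 0% = enzyme with DMSO only and 100% = wells lacking PAFAH1B3 protein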
Target sequence (Q15102 whole entry, looked up): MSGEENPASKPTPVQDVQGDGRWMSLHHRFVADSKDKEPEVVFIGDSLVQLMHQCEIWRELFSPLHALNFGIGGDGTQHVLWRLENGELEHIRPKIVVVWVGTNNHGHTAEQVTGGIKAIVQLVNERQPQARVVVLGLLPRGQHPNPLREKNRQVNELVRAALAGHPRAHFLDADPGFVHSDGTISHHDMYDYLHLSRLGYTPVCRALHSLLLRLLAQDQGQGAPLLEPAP
* hit, by the source's call; . = no result given.

SMILES | PREPL inhibitor | PAD4 FP inh | pPAFAH FP inh | PAFAH1B2 inh | PAFAH2 inh | PAFAH1B3 inh
O=C(CCNC(=O)c1ccco1)Nc1nc(-c2ccccc2)cs1 | -30.0 | -7.5 | -2.9 | . | . | .
Cc1ccc2c(c1)-n1c(nc3ccccc3c1=O)C(Cc1ccc(O)cc1)NC2=O (stereo unspecified) | 18.4 | -2.3 | -2.7 | . | . | .
COc1ccc(OC)c(C=NNC(=O)c2ccc(NS(=O)(=O)c3cccs3)cc2)c1 | -3.2 | -1.1 | 10.8 | . | . | .
CC(=O)OC[C@]12CC[C@H]3[C@@](C)(CC[C@H]4C(C)(C)CCC[C@]34C)[C@@H]1C[C@H](C1=CC(=O)O[C@H]1OC(C)=O)O2 | 9.8 | -3.7 | 50.0* | . | . | .
CNC[C@H](Cc1cccc2ccccc12)NC[C@H](CCSC)NCC1CCC(C(C)(C)C)CC1 (stereo partly specified) | 43.5* | -0.5 | 0.0 | . | . | .
CC(C)CC1NC(=O)c2cc(Cl)ccc2-n2c1nc1ccccc1c2=O (stereo unspecified) | 1.7 | -1.2 | 1.6 | . | . | .
CNC[C@@H]1Oc2ccc(NC(=O)Nc3cccc4ccccc34)cc2C(=O)N([C@@H](C)CO)C[C@@H]1C | 49.6* | -1.6 | 2.3 | . | . | .
COc1ccc(S(=O)(=O)N2CCN(CC(=O)N3CCOCC3)CC2)cc1OC | -1.2 | -8.2 | -8.3 | . | . | .
CC(=O)c1ccc(-c2csc(N3CCC(C(N)=O)CC3)n2)cc1 | 5.1 | -1.1 | 5.2 | . | . | .
O=C(NCc1cc(C(F)(F)F)ccc1Cl)c1cccc2c1C(=O)c1ccc(-c3ccc(OC(F)(F)F)cc3)cc1S2(=O)=O | 6.6 | -2.9 | 5.2 | . | . | .
Cn1c(N)c(C(=O)COC(=O)/C=C/c2ccc(Cl)cc2Cl)c(=O)n(C)c1=O | 36.3 | 3.5 | -3.6 | . | . | .
CCC[C@H]1NC(=O)[C@H](C)N(C)C(=O)C(C)(C)C(=O)C(C)NC(=O)[C@H](Cc2ccc(OC)cc2)N(C)C(=O)[C@H](C(C)C)N(C)C(=O)CNC(=O)[C@H](CC(C)C)N(C)C(=O)CNC(=O)[C@H]([C@@H](C)CC)OC(=O)[C@H]1C (stereo partly specified) | 9.1 | 4.6 | 4.8 | . | . | .
O=C(Cc1ccccc1F)Nc1cc(S(=O)(=O)N2CCOCC2)ccc1N1CCCC1 | 24.3 | 3.0 | 0.6 | . | . | .
COc1ccc2c(c1)OC[C@H]1[C@H]2N2C(=O)CNC(=O)[C@@]2(C)[C@H]1c1ccccc1 | 9.4 | 5.2 | 4.7 | . | . | .
CC1CCN(C(=O)COC(=O)CCC(=O)c2ccc(F)cc2)CC1 | 16.1 | -3.0 | 11.6 | . | . | .
COc1ccc(-c2ccc3oc(-c4ccsc4)c(-c4ccc(Br)nc4)c3c2)cc1 | 16.0 | -2.2 | 7.8 | . | . | .
O=C1NC(Cc2ccccc2)c2nc3ccc(Br)cc3c(=O)n2-c2cc(Cl)ccc21 (stereo unspecified) | 10.4 | -5.6 | 1.6 | . | . | .
CCN(C(=O)CSc1nc(C)nc2sc3c(c12)CCC3)C1CCS(=O)(=O)C1 (stereo unspecified) | 53.9* | -1.9 | 5.7 | . | . | .
O=S(=O)(Cc1ccc(Cl)cc1)Oc1ccc(Cl)cc1 | . | . | . | 24.8* | -1.2 | 4.8
O=C(Nc1cccc(-c2nc3cccnc3s2)c1)C1c2ccccc2Oc2ccccc21 | . | . | . | -5.9 | -1.6 | -10.4
O=C(NC1CC1)c1cccc(NC(=O)C2CC2)c1 | . | . | . | 7.4 | -1.3 | 11.0
COc1ccc(/C=N/NC(=O)c2cc3c(ccc4ccccc43)o2)c(OC)c1 | . | . | . | -10.3 | -45.4 | -14.4
Cc1cc(-c2nc3cc(F)ccc3s2)ccc1N | . | . | . | 2.6 | 8.5 | 5.5
CC(=NNC(N)=O)C1=C(O)C(C(C)C)NC1=O (stereo unspecified) | . | . | . | 5.1 | -4.1 | 2.1
CCOc1cc(C=NNC(=O)CCCC(=O)NN=Cc2ccc(O)c(OCC)c2)ccc1O | . | . | . | 4.9 | 8.2 | 12.5
Clc1nssc1=Nc1ccccc1 | . | . | . | 2.5 | -5.4 | 0.1
CCN=C1NN=C(c2cc(C)n(CCc3ccccc3)c2C)CS1 | . | . | . | -5.3 | 13.8 | 6.0
O=C(Nc1ccc(F)cc1F)NC1CCCCCCC1 | . | . | . | -1.5 | -5.2 | 5.6
Clc1ccc(/C=C\c2nccc3c2[nH]c2ccccc23)cc1 | . | . | . | 6.6 | -5.8 | 18.4
Cc1ccc(C(C)C)cc1OCC(=O)Nc1ccc(-n2cnnn2)cc1 | . | . | . | 3.0 | -4.5 | 7.2
Clc1ccc2ccc3cccnc3c2n1 | . | . | . | 6.3 | 13.4 | 2.9
O=C(O)C1(O)C[C@@H](O)C(O)[C@H](O)C1 (stereo partly specified) | . | . | . | -0.4 | -6.5 | 0.7
COc1ccc(Nc2nc(-c3cccc(OC)c3O)nc3ccccc23)cc1 | . | . | . | 2.0 | 7.7 | 14.2
CC(=O)c1ccc(OCCCC(=O)Nc2ccc(Cl)c(S(=O)(=O)N3CCOCC3)c2)cc1 | . | . | . | 4.2 | 5.3 | 8.0
ON=C1c2ccccc2-c2ccc(F)cc21 | . | . | . | -1.0 | -7.2 | 7.6
COc1cc(/C=C/C(=O)OCC(=O)c2ccc(S(=O)(=O)N3CCCCC3)cc2)cc(OC)c1OC | . | . | . | 2.0 | 3.7 | -1.1
CCN(CC)Cc1cc(C(C)(C)C)cc(N2CCOCC2)c1O | . | . | . | 1.6 | 1.2 | 8.9
COC(=O)C1CC2=C(CCCC2=O)NC1=O (stereo unspecified) | . | . | . | 3.6 | 3.3 | 6.3
O=C(COc1ccc([N+](=O)[O-])cc1)NC(=O)NC1CCS(=O)(=O)C1 (stereo unspecified) | . | . | . | 5.7 | -3.7 | -1.9
O=c1[nH]c(=O)c2[nH]c(=O)n(-c3ccccc3)c2[nH]1 | . | . | . | 2.9 | 1.8 | 7.1
O=C(c1ccccc1)c1ccc[nH]1 | . | . | . | 4.6 | -6.9 | -2.2
O=C(c1ccc2nc[nH]c2c1)N1CCN(S(=O)(=O)c2cccc(Cl)c2)CC1 | . | . | . | 2.1 | -2.7 | -8.8
COc1ccc2[nH]c3c(c2c1)CC(C)NC3=O (stereo unspecified) | . | . | . | 1.9 | -3.4 | -7.6
Cc1cc(C)c(C)c(S(=O)(=O)Nc2ccccc2C(=O)NCCCn2ccnc2)c1C | . | . | . | 4.9 | 3.5 | -1.5
C/C(=N/Nc1nc(-c2ccccc2)c(CC(=O)O)s1)c1ccccc1 | . | . | . | 3.1 | 0.5 | 2.2
CCOc1cccc2sc(NN)nc12 | . | . | . | -5.5 | 7.0 | 16.4
O=C(COC(=O)C1CCN(S(=O)(=O)c2cccs2)CC1)Nc1ccc(F)c(F)c1F | . | . | . | 2.6 | 5.0 | 8.5
C/C(=N\NC(=O)c1ccncc1)c1cccc(NC(=O)c2ccc(Cl)s2)c1 | . | . | . | 0.8 | -0.1 | -1.4
COc1ccc(-c2nnc(SCC(=O)Nc3nc4ccccc4s3)n2C)cc1 | . | . | . | -0.1 | 1.1 | 1.1
COc1ccc2ccc3ccc(OC)c(OC(C)=O)c3c2c1 | . | . | . | 3.8 | 7.6 | 5.2
O=C(CN1CCCCC1)Nc1ccccc1C(=O)NC1CC1 | . | . | . | 8.9 | 12.6 | -3.5
Oc1ccc(Nc2ncnc3ccccc23)cc1 | . | . | . | 0.5 | -3.6 | 7.5
Cn1cnc2c(cnn2C)c1=O | . | . | . | 2.7 | 3.0 | 3.5
CN(NS(=O)(=O)c1ccccc1)C(=O)c1ccccc1 | . | . | . | 2.4 | -0.1 | 5.7
CC(C)c1ccc(S(=O)(=O)N2CCN(C(=O)c3cccc(S(=O)(=O)N4CCOCC4)c3)CC2)cc1 | . | . | . | 2.6 | -1.1 | 4.4
Cc1ccc(-n2nnnc2SCC(=O)NCC2(N3CCOCC3)CCCCC2)cc1 | . | . | . | 2.6 | -4.0 | 0.2
CCCCN(C(=O)c1cc(S(=O)(=O)N2CCCCC2)ccc1Cl)c1c(N)n(CCC)c(=O)[nH]c1=O | . | . | . | 5.9 | 4.6 | 11.4
Cc1ccc(NC(=S)N2CCN(S(=O)(=O)c3ccccc3)CC2)cc1 | . | . | . | 7.3 | -1.9 | -1.6
CCSC(=O)N=Nc1ccc(O)cc1 | . | . | . | 4.3 | 1.1 | 10.0
COc1ccc(-n2ncc(C(C)NS(=O)(=O)c3cc(F)ccc3C)c2C)cc1 (stereo unspecified) | . | . | . | 5.9 | -2.2 | 0.5

Going on with the list.
SMILES | PREPL inhibitor | PAD4 FP inh | pPAFAH FP inh | PAFAH1B2 inh | PAFAH2 inh | PAFAH1B3 inh
CC(C)(C)OC(=O)N(CCc1ccccc1)Cc1cccc(OCc2cccc(NC(=O)C3CCC3)c2)c1 | . | . | . | -0.5 | -17.1 | -7.5
O=S(=O)(c1ccccc1)N1CCCCC1CCc1ccccc1 (stereo unspecified) | . | . | . | 5.8 | -0.2 | 6.2
CCOC(=O)C1=C(C(=O)OCC)N(CC)CCC1=O | . | . | . | -2.9 | 6.6 | 3.5
CCN(CC(=O)Nc1ccccc1C(F)(F)F)C(=O)c1ccc2c(c1)NC(=O)CS2 | . | . | . | -1.0 | 2.1 | 2.5
CN(CCc1ccccc1)C(=O)c1ccc(NC(=O)Cc2cccc(NC(=O)C3CCN(S(=O)(=O)c4cccc([N+](=O)[O-])c4)CC3)c2)cc1 | . | . | . | -11.7 | -33.2 | -28.2
O=C(Nc1cccc2cccnc12)c1ccc(Cl)cc1 | . | . | . | 7.3 | 4.3 | 0.7
COc1ccc(N(CC(=O)NCc2cccs2)S(=O)(=O)c2cccc(C)c2)cc1 | . | . | . | 4.8 | -1.7 | 10.0
O=C(COC(=O)/C=C/c1ccccc1)NC1CCCCCC1 | . | . | . | 1.6 | 88.6* | 7.3
COc1ccccc1CNC(=O)c1ccc(S(=O)(=O)N(C)c2ccccc2)cc1 | . | . | . | 0.8 | 0.2 | 5.6
COc1cccc(CNCc2ccco2)c1O | . | . | . | 7.8 | 2.5 | 5.0
COc1ccc(NC(=O)CN2C(=O)c3ccccc3S2(=O)=O)cc1S(=O)(=O)N1CCOCC1 | . | . | . | 1.6 | 9.4 | 9.7
O=C(C=NNc1ccccc1)c1ccccc1 | . | . | . | 5.7 | 11.2 | 7.9
FC(F)(F)c1ccccc1NC(=S)N/N=C1\CC2CC=CC12 (stereo unspecified) | . | . | . | 2.9 | 8.8 | 0.3
COC(=O)c1ccc(NCc2c(O)ccc(O)c2Br)cc1Cl | . | . | . | 1.6 | 11.6 | 9.6
COc1ccc(NC(=O)COC(=O)CC2Sc3ccccc3NC2=O)cc1 (stereo unspecified) | . | . | . | 2.2 | 2.1 | 3.9

Random excerpt: 4 compounds from above.
SMILES | PREPL inhibitor | PAD4 FP inh | pPAFAH FP inh | PAFAH1B2 inh | PAFAH2 inh | PAFAH1B3 inh
CC(=O)c1ccc(OCCCC(=O)Nc2ccc(Cl)c(S(=O)(=O)N3CCOCC3)c2)cc1 | . | . | . | 4.2 | 5.3 | 8.0
COc1cc(/C=C/C(=O)OCC(=O)c2ccc(S(=O)(=O)N3CCCCC3)cc2)cc(OC)c1OC | . | . | . | 2.0 | 3.7 | -1.1
Clc1nssc1=Nc1ccccc1 | . | . | . | 2.5 | -5.4 | 0.1
CC(=O)c1ccc(-c2csc(N3CCC(C(N)=O)CC3)n2)cc1 | 5.1 | -1.1 | 5.2 | . | . | .

Carrying on.
SMILES | PREPL inhibitor | PAD4 FP inh | pPAFAH FP inh | PAFAH1B2 inh | PAFAH2 inh | PAFAH1B3 inh
C/C(O)=c1/c(=O)nc2cccc3c2=c1c1ccccc1c3=O | . | . | . | 1.2 | -2.7 | -1.4
CC(C)CNC(=O)CSc1ccc(S(=O)(=O)N(C)C2CCCCC2)cn1 | . | . | . | 2.4 | 2.3 | -3.8
CCOC(=O)c1ccc(N2C(=O)CC(Sc3nc(C)cc(C)n3)C2=O)cc1 (stereo unspecified) | . | . | . | 6.8 | 11.0 | 8.3
OC(CC(O)c1ccccc1)c1ccccc1 (stereo unspecified) | . | . | . | 5.5 | 1.3 | -2.5
CCCCn1c(N)c(N(CC)C(=O)C2COc3ccccc3O2)c(=O)[nH]c1=O (stereo unspecified) | . | . | . | -2.7 | 0.8 | -0.1
Cc1ccc(NS(=O)(=O)c2cc(C(=O)NCc3cccnc3)ccc2C)cc1 | . | . | . | 4.0 | -1.7 | 1.8

This is a subset. The share of hits here may be higher or lower than overall.
